Source: PubChem
HP1b binding inh = blocks HP1-beta chromodomain binding to methylated histone tails. P83916. AlphaScreen HP1-beta / biotin-H3K9me3 peptide binding. Potency, µM (series often up to 114 µM), inactives show top-dose activity change, negative = inhibition, usual class: inhibitors. actives 0.56% (n = 390,000); further: potency means the concentration at half of the fitted maximal effect; nearly all actives have a fitted effect of over 70% in size; inactives centre near 23
Target sequence (P83916 whole entry, looked up): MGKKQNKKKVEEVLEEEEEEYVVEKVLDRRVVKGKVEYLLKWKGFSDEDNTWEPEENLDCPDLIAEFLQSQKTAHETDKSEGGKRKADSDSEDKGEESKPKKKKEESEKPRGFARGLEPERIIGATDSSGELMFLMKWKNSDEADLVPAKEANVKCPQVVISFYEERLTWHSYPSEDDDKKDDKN
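AlphaScreen: HP1-beta (50 nM) preformed 30 min with biotin-H3(1-18)K9me3 peptide (50 nM) in PBS pH 7.4, 0.01% Tween-20. Compound added for 30 min at RT, then streptavidin donor/nickel chelate acceptor beads (10 ug/mL) for 30 min.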
RGS4 inh = human RGS4 inhibition | P49798 | actives 0.039% (n = 390,000) | Transcreener GDP fluorescence polarization, RGS4-accelerated GTP hydrolysis | AID 504845 | Potency, µM (titrated, usually from 114 µM), inactives show at the highest dose activity change, negative = inhibition, hits mostly inhibitors; further: potency means the concentration at half of the fitted maximal effect; on the % scale 0 is the no-effect control and ±100 the full control effect; nearly all actives have a fitted effect of over 75% in size; some results filed as inactive show a strong effect at the top dose
Target sequence (P49798 whole entry, looked up): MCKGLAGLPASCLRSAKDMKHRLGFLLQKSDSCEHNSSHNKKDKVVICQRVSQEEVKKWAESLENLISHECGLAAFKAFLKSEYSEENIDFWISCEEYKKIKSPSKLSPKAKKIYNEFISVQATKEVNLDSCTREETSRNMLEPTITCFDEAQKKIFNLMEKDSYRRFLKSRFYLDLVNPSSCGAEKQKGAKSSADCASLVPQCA
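MLSMR compounds (23 nl, pin-transferred) preincubated 10 min at room temperature with a 500nM (2x) first reagent, then RGS4 at 900nM (2x) plus Transcreener GDP mix added; fluorescence polarization (620/688 nm) read before and after 90 min at 30 °C.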
JMJD2A Tudor = inhibitors of human JMJD2A Tudor domain. O75164. AlphaScreen JMJD2A-Tudor / H3K4me3 peptide binding. Potency, µM (titrated, usually from 114 µM), for the others: at the top dose activity change, negative = inhibition, usual class: inhibitors. actives 4.4% (n = 390,000). AID 504339; further: potency means the concentration at half of the fitted maximal effect; on the % scale 0 is the no-effect control and ±100 the full control effect; nearly all actives have a fitted effect of over 50% in size
ALOX12 inh = ALOX12 (human) lipoxygenase inhibition; actives 1.1% (n = 580,000); P18054; purified 12hLO, xylenol orange hydroperoxide absorbance; Potency, µM (series often up to 108 µM), for inactives: at the top dose activity change, negative = inhibition, actives largely listed as inhibitors; further: potency means the concentration at half of the fitted maximal effect; on the % scale 0 is the no-effect control and ±100 the full control effect
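Hydroperoxide product was detected by ferrous iron/xylenol orange as the 573 to 405 nm absorbance ratio. Arachidonic acid at 40 uM (final) was turned over for 30 min at room temperature by 150 nM human 12hLO, pH 7.0 Hepes buffer, after 15 min compound preincubation.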
G9a block = blocks human histone lysine methyltransferase G9a; Q96KQ7; G9a H3K9 monomethylation, AlphaScreen, 2 h; Potency, µM (doses to about 102 µM), inactives show top-dose activity, negative = inhibition, usual class: inhibitors; actives 8.8% (n = 350,000); AID 504332; further: potency means the concentration at half of the fitted maximal effect; on the % scale 0 is the no-effect control and ±100 the full control effect; nearly all actives have a fitted effect of over 75% in size
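Enzyme 20 nM + cpd, 15 min RT; add b-H3K9 pep 500 nM / SAM 20 uM; 2 h RT; anti-H3K9me1 Ab 0.5 ug/mL + SA donor / anti-rabbit acceptor beads 20 ug/mL each, 10 min; AlphaScreen read.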
ERG Ets-DNA blk = blocks human ERG Ets domain binding to DNA; Potency, µM (highest dose often 76.9 µM), for the others: top-dose FP activity, negative = inhibition, actives largely listed as inhibitors; actives 0.028% (n = 370,000); fluorescence polarization, His-ERG Ets domain / labelled DNA; P11308; active means well fitted inhibition curve with a large enough effect in the polarisation, with a control signal flat; inconclusive means small, poorly fitted or top-dose-only effect, or effect the other way, or a change in a side signal; inactive means no such curve, though single readings can be large or run the other way; the % refers to the polarisation;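 further: polarization taken with two DNA probes labelled with fluorescein and Texas red; potency means the concentration at half of the fitted maximal effect; % of control where 0% means no effect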
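His-tagged ERG Ets domain (1 uM in the protein solution; 300mM KCl, 50mM Tris-HCl, 1mM EDTA, 1mM DTT, pH 7.5) received compound, then a probe mix of 5 nM fluorescein-DNA and 100nM Texas-615-DNA. Fluorescence polarization was read for both dyes.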
BAZ2B inh = inhibitors of human BAZ2B bromodomain; actives 4.4% (n = 360,000); Potency, µM (series often up to 114 µM), inactives show at the highest dose activity change, negative = inhibition, hits mostly inhibitors; AlphaScreen BAZ2B-H3K14Ac peptide displacement; AID 504333; Q9UIF8; further: potency means the concentration at half of the fitted maximal effect; on the % scale 0 is the no-effect control and ±100 the full control effect; nearly all actives have a fitted effect of over 60% in size
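Inhibition is scored as reduced AlphaScreen emission. The BAZ2B/b-H3(5-23)K14Ac complex (50 nM each) in PBS pH 7.4, 0.01% Tween-20 meets compound (up to 110 uM) for 30 min at RT before bead addition.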
GLS inhibitor = blocks human kidney-isoform glutaminase activity; GLS enzymatic activity, qHTS titration; O94925; Potency, µM (doses to about 45.5 µM), for inactives: at the top dose activity change, negative = inhibition, hits mostly inhibitors; actives 0.21% (n = 410,000); further: potency means the concentration at half of the fitted maximal effect; on the % scale 0 is the no-effect control and ±100 the full control effect
Target sequence (O94925 whole entry, looked up, canonical isoform): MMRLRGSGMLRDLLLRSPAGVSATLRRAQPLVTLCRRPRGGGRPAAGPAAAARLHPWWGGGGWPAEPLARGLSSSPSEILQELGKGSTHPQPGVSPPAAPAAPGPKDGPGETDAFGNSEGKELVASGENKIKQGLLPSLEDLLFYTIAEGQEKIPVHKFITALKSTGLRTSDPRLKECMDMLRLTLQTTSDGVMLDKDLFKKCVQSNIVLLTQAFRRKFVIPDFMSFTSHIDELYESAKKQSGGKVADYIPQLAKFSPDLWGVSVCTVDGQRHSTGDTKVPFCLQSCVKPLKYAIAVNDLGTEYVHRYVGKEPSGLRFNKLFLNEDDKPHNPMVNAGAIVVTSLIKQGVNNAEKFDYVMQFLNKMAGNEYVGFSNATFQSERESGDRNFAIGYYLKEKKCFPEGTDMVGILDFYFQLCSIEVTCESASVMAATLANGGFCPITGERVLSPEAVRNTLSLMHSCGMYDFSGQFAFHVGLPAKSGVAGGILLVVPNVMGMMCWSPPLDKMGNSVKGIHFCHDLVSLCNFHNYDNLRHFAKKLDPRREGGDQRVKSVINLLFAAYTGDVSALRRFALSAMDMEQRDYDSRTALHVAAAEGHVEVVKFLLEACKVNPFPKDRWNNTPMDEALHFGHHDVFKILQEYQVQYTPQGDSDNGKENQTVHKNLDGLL
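hKGA in 45 mM KH2PO4 (pH 8.2), 0.02% Tween-20 with compound, then 1mM L-Glutamine (stock as added) plus glutamate oxidase/HRP/Amplex red coupling mix. Fluorescence read initially and after 30 min at RT; signal change reflects glutamate formation.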
PI4K2A block = inhibitors of human PI4K2A; AID 1346378; Q9BTU6; purified PI4K2A, ADP-Glo luminescence, 1 h; active compounds read low; actives 0.13% (n = 420,000); activity change, negative = inhibition, % at 76.9 µM; in the data active means activity change below about -50%; inconclusive means mostly about -30% to -49%;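 further: -100% = wells without enzyme as full effect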
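Compounds are screened against recombinant PI4K2A using PI as substrate and ATP, the latter dispensed at 300 microM. Reactions run one hour at ambient temperature before ADP-Glo detection; full inhibition defined by wells lacking enzyme.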
Numbers without * were called inactive; & = joins results of further samples; [ ] = remark or other dose. Unless noted, the call rests on the fitted dose curve; in most records, active means well fitted curve in the direction sought with a large enough effect; inconclusive means small, poorly fitted or top-dose-only effect, or another doubt; inactive means no such curve, though single readings can be large; an effect the other way counts as inactive or inconclusive.

Screening Nc1c(C(=O)Nc2ccccc2Br)sc2nc(-c3cccs3)ccc12 returned HP1b binding inh 38%, RGS4 inh -17%, JMJD2A Tudor 5%, ALOX12 inh -17%, G9a block -3%[59 µM], ERG Ets-DNA blk -2%, BAZ2B inh 2%, GLS inhibitor 16% and PI4K2A block -3.
Cc1c(-c2ccccc2)c(P(=O)(N2CCOCC2)N2CCOCC2)c2ccccn12 was read as HP1b binding inh -2%, RGS4 inh 19%, JMJD2A Tudor inconclusive, ALOX12 inh inconclusive, G9a block inconclusive, BAZ2B inh -35%, GLS inhibitor 18% and PI4K2A block -2.
`O=C(c1cccc(F)c1)N1CCCc2ccccc21` gave HP1b binding inh 31%, RGS4 inh 3%, JMJD2A Tudor -15%, ALOX12 inh 0%, G9a block -6%, ERG Ets-DNA blk 14%, BAZ2B inh 3%, GLS inhibitor -1% and PI4K2A block -6.
For COc1ccc(C(=O)c2ccc(N(C)C)cc2)c(OC)c1 the results were HP1b binding inh 12%, RGS4 inh -6%, JMJD2A Tudor -26%, ALOX12 inh -6%, G9a block 20%[12.7 µM], ERG Ets-DNA blk 10%, BAZ2B inh -7%, GLS inhibitor 16% and PI4K2A block -5.
`COc1ccc(-c2nc(-n3c(C)c(C(C)=O)c(C(C)=O)c3C)sc2C)cc1` gave HP1b binding inh 23%, RGS4 inh -24%, JMJD2A Tudor inconclusive, ALOX12 inh -15%, G9a block inconclusive, ERG Ets-DNA blk 2%, BAZ2B inh inconclusive, GLS inhibitor 4% and PI4K2A block -5.
Nc1c(Cl)c(Cl)nc(C(=O)OCC(=O)NCc2ccccc2)c1Cl was read as HP1b binding inh 30%, RGS4 inh -10%, JMJD2A Tudor -2%, ALOX12 inh 0%, G9a block 29%[12.7 µM], ERG Ets-DNA blk 3%, BAZ2B inh -4%, GLS inhibitor -3% and PI4K2A block -2.
O=C(NNC(=O)c1cc([N+](=O)[O-])ccc1Cl)c1cccnc1 was read as HP1b binding inh 70%[activator], RGS4 inh 2%, JMJD2A Tudor -4%, ALOX12 inh 5%, G9a block 11%, ERG Ets-DNA blk 13%, BAZ2B inh -4%, GLS inhibitor 19% and PI4K2A block -2.
CCC(C)(C)NC(=O)CN(C(=O)CNS(=O)(=O)c1ccc(F)cc1)c1ccc2c(c1)OCCO2 was read as HP1b binding inh 14%, RGS4 inh -48%, JMJD2A Tudor -31%, ALOX12 inh 0%, G9a block 30%, ERG Ets-DNA blk -3%, BAZ2B inh 7%, GLS inhibitor 7% and PI4K2A block -4.
Screening Cc1cccc(NCc2ccc([N+](=O)[O-])s2)c1 returned HP1b binding inh -19%, RGS4 inh -9%, JMJD2A Tudor inconclusive, ALOX12 inh inconclusive, G9a block 45µM*, ERG Ets-DNA blk 2%, BAZ2B inh inconclusive, GLS inhibitor 9% and PI4K2A block -4.
Screening COc1ccc(CCNC(=O)C(=O)NCc2ccc(Cl)cc2)cc1OC returned HP1b binding inh 22%, RGS4 inh 9%, JMJD2A Tudor -2%, ALOX12 inh -20%, G9a block 6%[59 µM], ERG Ets-DNA blk -10%, BAZ2B inh -5%, GLS inhibitor 1% and PI4K2A block -8.
Screening CCOC(=O)N1CCC(NC(=O)c2cnn3c(C(F)(F)F)cc(-c4cccc(OC)c4)nc23)CC1 returned HP1b binding inh 7%, RGS4 inh 6%, JMJD2A Tudor -12%, ALOX12 inh -1%, G9a block 1%, ERG Ets-DNA blk -9%, BAZ2B inh 8%, GLS inhibitor 13% and PI4K2A block -2.
For O=C(Nc1ccon1)c1ccccc1F the results were HP1b binding inh 14%, RGS4 inh 2%, JMJD2A Tudor -11%, ALOX12 inh 23%, G9a block 22%[2.33 µM], ERG Ets-DNA blk 0%, BAZ2B inh 6%, GLS inhibitor -9% and PI4K2A block 2.
CCc1nc2nc(C)c(NS(=O)(=O)c3ccc(F)c(C)c3)c(=O)n2[nH]1 was read as HP1b binding inh 37%, RGS4 inh 16%, JMJD2A Tudor -11%, ALOX12 inh -2%, G9a block -33%[59 µM], ERG Ets-DNA blk -7%, BAZ2B inh 3%, GLS inhibitor 31%[activator] and PI4K2A block -1.
Screening CC1CCCC(C)N1C(=O)COc1cccc(Oc2ccccc2)c1 (stereo not drawn) returned HP1b binding inh 85%[activator], RGS4 inh -3%, JMJD2A Tudor 44%[activator], ALOX12 inh 0%, ERG Ets-DNA blk -3%, GLS inhibitor 6% and PI4K2A block 2.
Screening Cc1cccc(N2CCN(C(=O)c3ccc(Nc4nc5ccccc5n5nnnc45)cc3)CC2)c1C returned HP1b binding inh 11%, RGS4 inh 21%, JMJD2A Tudor -10%, ALOX12 inh -14%, G9a block 8%[59 µM], ERG Ets-DNA blk -1%, BAZ2B inh 2%, GLS inhibitor 2% and PI4K2A block 1.
Screening CC(=O)Nc1cc(-c2nc3ccccc3s2)ccc1C returned HP1b binding inh 8%, RGS4 inh 3%, JMJD2A Tudor 3%, ALOX12 inh -2%&-14%, G9a block -26%[59 µM], ERG Ets-DNA blk 3%, BAZ2B inh -2%, GLS inhibitor -2% and PI4K2A block -6.
For COc1ccccc1OCC(=O)Nc1ccc(S(=O)(=O)N(C)c2ccccc2)cc1 the results were HP1b binding inh 23%, RGS4 inh -29%, JMJD2A Tudor -4%, ALOX12 inh 267%[activator], G9a block 36%, ERG Ets-DNA blk -2%, BAZ2B inh 0%, GLS inhibitor 5% and PI4K2A block -4.
CCn1c(SCC(=O)NNC(=O)c2ccc(OC)cc2)nnc1C(C)C was read as HP1b binding inh 20%, RGS4 inh -26%, JMJD2A Tudor -11%, ALOX12 inh -18%, G9a block 8%[59 µM], ERG Ets-DNA blk 2%, BAZ2B inh 3%, GLS inhibitor -9% and PI4K2A block 3.
For COc1cccc(NC(=O)C(C)SCc2ccccc2)c1 (stereo not drawn) the results were HP1b binding inh 49%[activator], RGS4 inh -5%, JMJD2A Tudor 14%, ALOX12 inh -5%, G9a block 32%, ERG Ets-DNA blk -2%, BAZ2B inh 1%, GLS inhibitor -3% and PI4K2A block 0.
Screening COc1ccc(C(CNC(=O)c2c(C)nn(Cc3ccc(C)cc3)c2Cl)N2CCOCC2)cc1 (stereo not drawn) returned HP1b binding inh 16%, RGS4 inh 11%, JMJD2A Tudor -11%, ALOX12 inh -9%, G9a block -5%[2.33 µM], ERG Ets-DNA blk 2%, BAZ2B inh -4%, GLS inhibitor 3% and PI4K2A block 1.
For CCOc1ccc(-c2nc(N)ncc2-c2ccc(Cl)cc2)c(O)c1 the results were HP1b binding inh 38%, RGS4 inh -34%, JMJD2A Tudor inconclusive, ALOX12 inh 0%, G9a block 31%[0.501 µM], ERG Ets-DNA blk 1%, BAZ2B inh -19%, GLS inhibitor 2% and PI4K2A block -3.
`Cc1oc(-c2ccc(Cl)cc2)nc1CSCC(=O)NCc1ccccc1Cl` gave HP1b binding inh 6%, RGS4 inh 21%, JMJD2A Tudor -15%, ALOX12 inh -20%, G9a block -8%[59 µM], ERG Ets-DNA blk -7%, BAZ2B inh -1%, GLS inhibitor -11% and PI4K2A block 1.
For COc1ccc(NC(=O)CSc2nccn2Cc2ccco2)cc1OC the results were HP1b binding inh 45%[activator], RGS4 inh -13%&10%, JMJD2A Tudor 5%&-14%, ALOX12 inh inactive, G9a block -3%[59 µM], ERG Ets-DNA blk 1%&1%, BAZ2B inh -29%&-4%, GLS inhibitor -10%&-11% and PI4K2A block 5&-2.
CC(C)Oc1ccc(CN=C(N)N=C(N)N)cc1Cl was read as HP1b binding inh 20%, RGS4 inh 4%, JMJD2A Tudor -11%, ALOX12 inh 1%, G9a block 31%[59 µM], ERG Ets-DNA blk 3%, BAZ2B inh 12%, GLS inhibitor -28% and PI4K2A block -3.
Screening COc1ccc(OC)c(-c2cc(C(=O)N3CCN(c4ncccn4)CC3)c3ccccc3n2)c1 returned HP1b binding inh 11%, RGS4 inh -29%, JMJD2A Tudor -4%, ALOX12 inh -3%, G9a block inconclusive, ERG Ets-DNA blk 8%, BAZ2B inh 3%, GLS inhibitor 0% and PI4K2A block -5.
`O=C(N/N=C/c1ccc(O)cc1O)C1CC1` gave HP1b binding inh 35%, RGS4 inh 8%, JMJD2A Tudor -26%, ERG Ets-DNA blk 0%, GLS inhibitor 4% and PI4K2A block -2.
COc1ccc(-c2nc3c(c(SCC(=O)N4CCCCC4)n2)Cc2c(CO)cnc(C)c2O3)cc1 was read as HP1b binding inh 8%, RGS4 inh -31%, JMJD2A Tudor -22%, ALOX12 inh 0%, G9a block inconclusive, ERG Ets-DNA blk -15%, BAZ2B inh inconclusive, GLS inhibitor -3% and PI4K2A block 1.
O=c1c2ccccc2c(-c2ccccc2)nn1-c1ccc(Cl)c(Cl)c1 was read as HP1b binding inh 54%[activator], RGS4 inh -2%[11.4 µM], JMJD2A Tudor 21%[57.1 µM], ALOX12 inh -4%, ERG Ets-DNA blk -6%, BAZ2B inh 18%, GLS inhibitor -2% and PI4K2A block 0.

Only part of the results is shown (hit frequency here may not be typical).
